# Assay outcomes deposited in PubChem by several laboratories.
# FLuc inh counter: firefly luciferase enzyme inhibitors, primary screen, artefact control for luciferase-based inhibitor screens, biochemical, luminescence, ATPLite; 10 min; inhibition, % at 10 µM; 200,000 compounds, 1.5% hits; AID 1006, 2008;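 active = inhibition above about 50% when tested at 10 µM, limit read from the data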
# Target sequence (P08659 whole entry, looked up): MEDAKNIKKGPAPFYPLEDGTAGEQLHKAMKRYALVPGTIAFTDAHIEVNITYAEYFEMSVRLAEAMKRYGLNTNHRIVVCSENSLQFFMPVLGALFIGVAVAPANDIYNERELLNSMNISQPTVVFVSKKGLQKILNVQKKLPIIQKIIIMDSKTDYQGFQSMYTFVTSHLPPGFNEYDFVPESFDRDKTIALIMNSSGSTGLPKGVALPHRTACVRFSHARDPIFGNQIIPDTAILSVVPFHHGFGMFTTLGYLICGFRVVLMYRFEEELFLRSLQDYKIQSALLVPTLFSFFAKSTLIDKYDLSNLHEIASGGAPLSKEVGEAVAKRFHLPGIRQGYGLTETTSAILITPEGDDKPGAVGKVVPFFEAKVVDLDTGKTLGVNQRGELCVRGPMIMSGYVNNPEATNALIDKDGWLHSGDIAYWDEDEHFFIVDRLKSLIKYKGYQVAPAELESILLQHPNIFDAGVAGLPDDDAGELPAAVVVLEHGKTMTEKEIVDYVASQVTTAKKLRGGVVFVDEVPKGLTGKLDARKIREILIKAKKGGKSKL
# STAT1 activator: STAT1 signaling activators, primary screen, cell-based, HTS, luciferase reporter; NIH 3T3 STAT1-luciferase reporter, IFN-gamma, luminescence; 100% = IFN-gamma alone, no compound; activation (% of control), % at 5.5 µM; 200,000 compounds, 2.6% hits; AID 932, 2007;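 active = activation above the screen-wide mean activation plus 3 SD, cut at about 130% in these data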;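 also: raw ratio to IFN-gamma control signal so 100% means no change and 0% no light; values of inactives mirror those of a sister screen read the other way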
# ROMK primary: ROMK potassium channel modulators, primary screen, cell-based, thallium flux, MLSMR library. ATP-sensitive inward rectifier potassium channel 1 (Homo sapiens), P48048. Tet-inducible ROMK, thallium flux fluorescence; actives lie on both sides. B-score at 10 µM. 130,000 compounds, 2% hits. AID 1918, 2009;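 active = signal ratio slope over the read window, or its plate-corrected B-score, at least 3 SD from the plate mean, either direction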;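 also: B-score of the F/F0 ratio slope over 7 to 12 s after thallium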
# Target sequence (P48048 whole entry, looked up): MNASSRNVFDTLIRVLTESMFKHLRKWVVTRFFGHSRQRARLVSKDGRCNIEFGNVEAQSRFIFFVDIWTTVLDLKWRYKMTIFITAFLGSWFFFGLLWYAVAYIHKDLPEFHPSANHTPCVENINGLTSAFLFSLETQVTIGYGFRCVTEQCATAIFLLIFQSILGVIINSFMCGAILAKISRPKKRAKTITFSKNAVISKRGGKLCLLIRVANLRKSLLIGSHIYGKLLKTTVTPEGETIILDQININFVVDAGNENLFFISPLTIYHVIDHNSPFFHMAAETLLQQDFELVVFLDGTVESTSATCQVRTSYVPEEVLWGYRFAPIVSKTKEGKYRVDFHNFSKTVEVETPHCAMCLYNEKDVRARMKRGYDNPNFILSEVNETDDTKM
# NF-kB neuron act: activators of NF-kB expression in neurons, primary screen, cell-based, HTS. 190,000 compounds, 1.6% hits. human neuronal cells, NF-kB reporter expression; active compounds read high. fold change at 12.5 µM. AID 1239, 2008; in the data active = fold change above about 3.3
# FLuc act counter: FLuc activators, initial screening, artefact control for FLuc-dependent activation tests, biochemical, ATPlite luminescence; 200,000 tested, under 10 active; ATPlite luciferase biochemical, 10 min; 0 = ATP-free wells, 1 = DMSO control; activation factor at 10 µM; Luciferin 4-monooxygenase (Photinus pyralis), P08659;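 active = luciferase activation factor, scaled between plate controls, of at least 2 with compound at 10 µM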
#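 Assay system: Luciferase/luciferin reagent mix; Medium: PBS as buffer for the ATP substrate; Dosing: test compounds dosed from 2 mM stocks in 100% DMSO; Times: 10 min, room temperature; Signal: luminescence from luciferase reaction; Read-out: luciferase activation; Controls: No-ATP low control, compound-free enzyme-plus-ATP high control.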
# STAT3 act: IL-6 driven STAT3 reporter potentiators, primary screen, U3A cells, luciferase, luminescence, MLSCN library; IL-6 STAT3-luciferase reporter; 100% = signal with IL-6 EC80 alone; 190,000 compounds, 0.91% hits; activation (% of control), % at 5.6 µM;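 active = activation above the screen-wide mean of compound activation plus 3 SD, cut at about 130% in these data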;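 also: 0% = background luminescence of wells with medium and substrate only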
#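 Material: human STAT1-deficient U3A cells with stable STAT3-luciferase reporter / Probe or stimulus: IL-6 stimulus at 33 ng/mL final / Schedule: 1 h compound pre-exposure, 6 h IL-6 stimulation, 37 °C / Technique: luminescence / Read-out basis: percent of IL-6-only median luminescence / Control set: IL-6-only high control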
# STAT1 inh: STAT1 signaling inhibitors, primary screen, cell-based, HTS, luciferase reporter | NIH 3T3 STAT1-luciferase reporter, IFN-gamma, luminescence | inhibition, % at 5.5 µM | 200,000 compounds, 0.35% hits | AID 920, 2007;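 active = inhibition above a set limit, the mean inhibition across all tested compounds plus 3 SD, cut at about 34% in these data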;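 also: 0% = IFN-gamma with DMSO and 100% = IFN-gamma with 300 µM nifuroxazide; values of inactives mirror those of a sister screen read the other way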
# STAT3 inh: IL-6 driven STAT3 reporter inhibitors, primary screen, U3A cells, luciferase, luminescence, MLSCN library; inhibition, % at 5.5 µM; IL-6 STAT3-luciferase reporter; host cell line lacks STAT1; 190,000 compounds, 0.89% hits; AID 862, 2007;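 active = inhibition above the mean inhibition across all screened compounds plus 3 SD, cut at about 44% in these data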;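 also: 0% = DMSO only wells and 100% = 100 µM nifuroxazide control wells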
# APP 5'UTR act: activators of APP 5'UTR luciferase reporter, primary screen, SH-SY5Y cells | activation, % at 2 µM | 190,000 compounds, 1% hits | SH-SY5Y APP 5'UTR luciferase reporter, luminescence; zero percent = DMSO vehicle wells;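 active = activation above a set limit, based on mean plus 3 SD of controls, cut at about 140% in these data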; also: values of inactives mirror those of a sister screen read the other way
# APP transl inh: inhibitors of APP translation via 5'UTR reporter, primary screen, APP 5'UTR luciferase, SH-SY5Y cells | 190,000 compounds, 0.82% hits | inhibition, % at 2 µM | SH-SY5Y APP 5'UTR-luciferase reporter, luminescence;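 active = inhibition above a set limit, derived from the sample mean plus 3 SD, cut at about 45% in these data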; also: values of inactives mirror those of a sister screen read the other way
# * marks the source's active call; other numbers are inactive results; · = no result given.
# Sample of the layout (13 entries):
# Second line of a record – FLuc inh counter, STAT1 activator, ROMK primary, NF-kB neuron act, FLuc act counter, STAT3 act, STAT1 inh, STAT3 inh, APP 5'UTR act, APP transl inh
- Cc1cccc2cc(C#N)c(N3CCC(O)CC3)nc12
  -4, 103, -0.083, 0.97, 1, 84, -5, 25, 5, -5
- O=S(=O)(c1ccc(Cl)cc1)c1cnc2ccccc2n1
  -5, 84, 0.47, 1.2, 1.1, 104, 17, 4, -22, 22
- O=C(COC(=O)Cn1cnc2ccccc21)Nc1cc2c(cc1Cl)C(=O)c1ccccc1C2=O
  -1, 136*, -0.01, 1.7, 1, 113, -37, -12, 73, -72
- O=C(Nc1ccccc1)c1ccc(CSc2ncccn2)cc1
  29, 139*, ·, 2.5, 0.7, 91, -44, 12, 152*, -152
- CCN(CC)C(=O)c1sc(N2C(=O)Nc3ccccc3N2O)c(C(=O)OC)c1C
  -5, 96, ·, 1.3, 1.1, 93, 3, 10, -3, 3
- O=C(NCc1cccs1)c1cc(-c2ccccc2)nc2ccccc12
  -1, 102, -1.7, 0.51, 1, 114, -3, -16, 6, -6
- CCCCCC(=O)Nc1nc(C)c(-c2csc(Nc3ccccc3OCC)n2)s1
  -8, 100, ·, 1.1, 1.1, 103, 0, 1, -2, 2
- O=C(Nc1ccc(Cl)cn1)c1ccc(COc2ccccc2Br)o1
  -3, 117, 0.042, 1.4, 1, 115, -19, -14, 44, -44
- COCCn1c(C)cc(/C=C2\NC(=S)N(C)C2=O)c1C
  -2, 108, 0.17, 1.4, 1, 105, -9, -1, 22, -22
- CCn1c(C)nc2cc(C(=O)OCCC(F)(F)F)ccc21
  0, 105, 1.5, 1.4, 1, 94, -8, 11, 57, -58
- CC(C)CCN=Cc1c(O)n(-c2ccccc2)c(=O)c2ccccc12
  -2, 90, 1.1, 0.74, 1, 86, 12, 18, -5, 5
- O=C(Nc1cccc(-c2cn3c(n2)SCC3)c1)c1ccc(Br)o1
  9, 103, -0.66, 0.89, 0.9, 93, -3, 12, 2, -2
- CCOC(=O)C1CCN(Cc2ccc(F)cc2)CC1
  1, 106, ·, 1.1, 1, 104, -6, -2, -42, 42

# This part in full, repeating the preview:
# Second line of a record – FLuc inh counter, STAT1 activator, ROMK primary, NF-kB neuron act, FLuc act counter, STAT3 act, STAT1 inh, STAT3 inh, APP 5'UTR act, APP transl inh
- Cc1cccc2cc(C#N)c(N3CCC(O)CC3)nc12
  -4, 103, -0.083, 0.97, 1, 84, -5, 25, 5, -5
- O=S(=O)(c1ccc(Cl)cc1)c1cnc2ccccc2n1
  -5, 84, 0.47, 1.2, 1.1, 104, 17, 4, -22, 22
- O=C(COC(=O)Cn1cnc2ccccc21)Nc1cc2c(cc1Cl)C(=O)c1ccccc1C2=O
  -1, 136*, -0.01, 1.7, 1, 113, -37, -12, 73, -72
- O=C(Nc1ccccc1)c1ccc(CSc2ncccn2)cc1
  29, 139*, ·, 2.5, 0.7, 91, -44, 12, 152*, -152
- CCN(CC)C(=O)c1sc(N2C(=O)Nc3ccccc3N2O)c(C(=O)OC)c1C
  -5, 96, ·, 1.3, 1.1, 93, 3, 10, -3, 3
- O=C(NCc1cccs1)c1cc(-c2ccccc2)nc2ccccc12
  -1, 102, -1.7, 0.51, 1, 114, -3, -16, 6, -6
- CCCCCC(=O)Nc1nc(C)c(-c2csc(Nc3ccccc3OCC)n2)s1
  -8, 100, ·, 1.1, 1.1, 103, 0, 1, -2, 2
- O=C(Nc1ccc(Cl)cn1)c1ccc(COc2ccccc2Br)o1
  -3, 117, 0.042, 1.4, 1, 115, -19, -14, 44, -44
- COCCn1c(C)cc(/C=C2\NC(=S)N(C)C2=O)c1C
  -2, 108, 0.17, 1.4, 1, 105, -9, -1, 22, -22
- CCn1c(C)nc2cc(C(=O)OCCC(F)(F)F)ccc21
  0, 105, 1.5, 1.4, 1, 94, -8, 11, 57, -58
- CC(C)CCN=Cc1c(O)n(-c2ccccc2)c(=O)c2ccccc12
  -2, 90, 1.1, 0.74, 1, 86, 12, 18, -5, 5
- O=C(Nc1cccc(-c2cn3c(n2)SCC3)c1)c1ccc(Br)o1
  9, 103, -0.66, 0.89, 0.9, 93, -3, 12, 2, -2
- CCOC(=O)C1CCN(Cc2ccc(F)cc2)CC1
  1, 106, ·, 1.1, 1, 104, -6, -2, -42, 42
- Cn1nc(-c2ccccc2)c(CSc2ccccc2Cl)c1Cl
  -5, 107, 0.079, 1.3, 1.1, 107, -7, -2, 2, -2
- COC(=O)CN(c1cc([N+](=O)[O-])ccc1OC)S(C)(=O)=O
  -1, 109, 0.051, 1.3, 1, 100, -11, 5, -3, 3
- COc1cc(CNCCc2ccccc2)ccc1OCC(=O)NC(C)(C)C
  1, 100, ·, 0.97, 1, 94, 0, 9, -2, 2
- O=S(=O)(Nc1cccc(-c2ccc3nncn3n2)c1)c1cccs1
  -5, 87, 0.077, 1.2, 1.1, 99, 13, 1, 5, -5
- Cn1c(NC(=O)/C=C\c2ccccc2)cc(=O)n(C)c1=O
  14, 124, -0.079, 1.9, 0.9, 108, -26, -5, 51, -51
- COc1ccccc1-n1c(C)nc2cc(C(=O)NCc3ccc4c(c3)OCO4)ccc21
  4, 99, 2.5*, 1.1, 1, 99, 2, 4, 0, 0
- CCCn1c(SCC(=O)NCc2ccc(F)cc2)n[nH]c1=O
  -5, 99, 0.059, 1.3, 1.1, 92, 1, 18, 23, -23
- Cc1ccc(C(C)NC(=O)c2cc(C)oc2C)cc1 (configuration not stated)
  4, 95, ·, 1.1, 1, 94, 4, 8, -3, 3
- CN(Cc1ccccc1)S(=O)(=O)c1ccc2[nH]cc(C(=O)NCC3CCCO3)c(=O)c2c1 (configuration not stated)
  -4, 97, ·, 0.62, 1, 114, 3, -14, 10, -10
- O=[N+]([O-])c1c(NCCO)cc(N2CCC3(CC2)OCCO3)c2nonc12
  2, 102, 0.071, 1.4, 1, 98, -3, 6, -16, 16
- CCOC(=O)N1CCN(C(=O)CSc2ccc3nnc(CCNC(=O)c4ccc(OC)cc4)n3n2)CC1
  -1, 104, 0.24, 1, 1, 101, -6, 11, -8, 8
- Cn1c(=O)[nH]c(=O)c2c1nc(CN1CCN(c3cccc(Cl)c3)CC1)n2Cc1ccccc1Cl
  -1, 100, ·, 1.1, 1, 97, 1, 4, -12, 12
- COc1cc(/C=C/C(=O)Nc2nnc(C(C)(C)C)s2)cc(OC)c1OC
  3, 103, -0.27, 0.94, 1, 101, -3, -1, 18, -18
- CC(C)(C)NS(=O)(=O)c1cc(C(=O)O)ccc1Cl
  -5, 109, 0.78, 0.99, 1.1, 98, -11, 4, -3, 3
- O=C(NCc1ccc(N2CCCC2=O)cc1)Nc1ccccc1
  -4, 98, ·, 0.96, 1, 97, 2, 5, -9, 9
- CCC(C(=O)N1CCN(c2ccccc2OC)CC1)c1ccccc1 (configuration not stated)
  0, 104, -0.27, 0.86, 1, 103, -5, -2, 4, -4
- CCCCn1c(N)c(NCC(C)C)c(=O)[nH]c1=O
  -16, 108, ·, 1, 1.2, 100, -9, -4, -2, 2

# Continuation.
# Codes: A = FLuc inh counter; B = STAT1 activator; C = ROMK primary; D = NF-kB neuron act; E = FLuc act counter; F = STAT3 act; G = STAT1 inh; H = STAT3 inh; I = APP 5'UTR act; J = APP transl inh
Compound: Cc1c([N+](=O)[O-])cc(C(=O)NCc2ccc(F)cc2)cc1[N+](=O)[O-]
  A: -7	B: 101	C: 0.014	D: 1.1	E: 1.1	F: 110	G: -3	H: -10	I: 26	J: -26
Compound: Cc1nc2ccc(C(=O)N3CCN(c4ccccn4)CC3)cc2s1
  A: -2	B: 93	C: -1.6	D: 1.2	E: 1	F: 96	G: 8	H: 9	I: -4	J: 4
Compound: CCOC(=O)C1CCN(C(=O)CNS(=O)(=O)c2ccc(Br)s2)CC1
  A: -4	B: 99	C: ·	D: 1.4	E: 1	F: 106	G: 1	H: -4	I: -1	J: 1
Compound: Oc1ccc2ccccc2c1CN1CCN(c2ccccc2)CC1
  A: -5	B: 103	C: 2	D: 0.84	E: 1	F: 107	G: -3	H: -1	I: 2	J: -2
Compound: Nc1ccc2oc(-c3cccs3)nc2c1
  A: 34	B: 149*	C: 0.83	D: 2.4	E: 0.7	F: 89	G: -54	H: 15	I: 85	J: -85
Compound: O=C(COc1ccc(Cl)cc1Cl)N1CCCC1
  A: -4	B: 101	C: -0.52	D: 1.1	E: 1	F: 101	G: -1	H: 4	I: 1	J: -1
Compound: CCN(CC)S(=O)(=O)c1cc(C(=O)Nc2ccccn2)ccc1C
  A: 58*	B: 113	C: ·	D: 2.4	E: 0.4	F: 103	G: -15	H: -1	I: 81	J: -81
Compound: CC(C)n1c(SCC(=O)Nc2ccccc2)nc2c1c(=O)n(C)c(=O)n2C
  A: -3	B: 96	C: -0.086	D: 0.47	E: 1	F: 109	G: 6	H: -8	I: 23	J: -23
Compound: CC(C)c1cc(C(=O)O)on1
  A: 0	B: 97	C: ·	D: 1.1	E: 1	F: 99	G: 3	H: 11	I: -7	J: 7
Compound: COC(=O)CN(c1cccc(OC)c1)S(C)(=O)=O
  A: 0	B: 110	C: ·	D: 1.1	E: 1	F: 107	G: -11	H: -4	I: 4	J: -4
Compound: Cn1c(=O)c2c(ncn2CC(=O)N/N=C/c2ccco2)n(C)c1=O
  A: 4	B: 99	C: 1.4	D: 0.92	E: 1	F: 100	G: 2	H: 2	I: 6	J: -6
Compound: CCN(CC)c1ccc(/C=N/Nc2nc(C)cc(C)n2)c(O)c1
  A: 0	B: 104	C: 0.52	D: 2.5	E: 1	F: 85	G: -5	H: 16	I: -43	J: 43
Compound: CNS(=O)(=O)c1ccc(NS(=O)(=O)c2ccccc2F)cc1
  A: -6	B: 100	C: -0.69	D: 1.1	E: 1.1	F: 94	G: 0	H: 7	I: -8	J: 8
Compound: CN(C)c1ccc(Nc2nc(-c3cccnc3)cs2)cc1
  A: 78*	B: 147*	C: ·	D: 4.3*	E: 0.2	F: 110	G: -52	H: -6	I: 188*	J: -188
